# Compound activity as filed in PubChem BioAssay.
# C2C12 statin = suppressors of simvastatin-induced myotoxicity in C2C12 myotubes. ATP luminescence, 48 h; scaled: DMSO 0, geranylgeraniol control 100. rescue of ATP level, % at 7.49 µM. 330,000 compounds, 0.78% hits. AID 602340;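 active = mean ATP rescue above about 67%, or every replicate alone reaching that limit, limit read from the data, passing the limit was not always enough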;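 also: myotubes were challenged with 10 µM simvastatin during compound exposure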
# Cneo AK release = Cryptococcus neoformans lysis via adenylate kinase release; AID 651654; lysis activity, % at 15 µM; 360,000 compounds, 0.2% hits; C. neoformans lysis, adenylate kinase release luminescence, 4 h; normalised: neutral wells 0, clomiphene wells 100;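 active = mean lysis activity across replicates of at least 80%, whatever share of replicates individually reach that level; inactive = mean lysis activity below 80%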
#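 Schedule: static 4 h at 37 °C with compound, 1 h detection; system: C. neoformans cells; benchmarks: Clomiphene as positive control; buffer or medium: fresh YPD medium; measure: luminescence rise reflecting yeast cell lysis; measured by: luminescent adenylate kinase detection reagent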
# ARNT TACC3 PPI = disruptors of human ARNT/TACC3 interaction; inhibition, % at 9.99 µM; AID 623870; 390,000 compounds, 0.66% hits; Q9Y6A5; AlphaScreen His-ARNT PAS-B/GST-TACC3 binding, luminescence; TACC3 fragment carries E629A point mutation;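 active = mean inhibition of replicates at least 50% and at least half of replicates each reaching 50%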;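 also: 0% = complete ARNT plus TACC3 wells and 100% = ARNT alone without TACC3; many hits fall short of the cut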
# LGR2 antag = blocks bursicon-induced cAMP signaling via Drosophila LGR2; HEK293 LGR2, CRE-luciferase, bursicon-stimulated, 4 h; inhibition, % at 9.99 µM; 380,000 compounds, 0.35% hits; AID 720647;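 active = drop in luminescence signal, shown as inhibition above about 50% in the replicate tests, limit read from the data, passing the limit was not always enough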;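 also: agonist challenge used bursicon conditioned medium at about half maximal strength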
# PGC1a acetyl inh = lowers PGC1a acetylation signal in U2OS cells; AID 651687; inhibition, % at 15.6 µM; AlphaScreen anti-acetyl-lysine; with virally co-expressed GCN5 acetyltransferase; 350,000 compounds, 0.17% hits;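 active = every replicate shows inhibition of at least 40%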;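 also: 0% = neutral control wells and 100% = positive control wells; some results beyond the cut were filed as inactive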
# PAX8 inh HTS = PAX8 transcriptional activity inhibition; inhibition, % at 12.6 µM; AID 652154; 360,000 compounds, 1.2% hits; RMG-I TPO-luciferase reporter, SteadyGlo, 24 h;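 active = mean replicate inhibition at least 60% with every replicate also reaching 60%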;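 also: luciferase light reporting Pax8 driven TPO promoter activity; plate controls were median of neutral control wells for no effect and mitoxantrone controls for full effect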
# GSIS activator = GLuc luminescence reporter in INS-1E cells, primary screen for activators of glucose-dependent secretion of insulin | INS-1E GLuc reporter insulin secretion, 2-3 h | activation, % at 16.6 µM | 370,000 compounds, 0.61% hits;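 active = lowest replicate activation of at least 40%, so every replicate reaches that level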;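 also: 0% = median of neutral control wells and 100% = median of IBMX positive control wells; some compounds called inactive have numbers as strong as hits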
# PglD DTNB = PglD (C. jejuni) enzyme inhibition; purified PglD enzyme, DTNB colorimetric CoA detection; inhibition, % at 12.5 µM; 360,000 compounds, 0.098% hits; in the data active = inhibition above about 16%, passing the limit was not always enough; also: strong numbers were not always called active
# Starred values were filed as active, the others as inactive; x = no result given; & = joins results of further samples.
SMILES,C2C12 statin,Cneo AK release,ARNT TACC3 PPI,LGR2 antag,PGC1a acetyl inh,PAX8 inh HTS,GSIS activator,PglD DTNB
O=C(NCCCN1CCCC1)c1ccc(CS(=O)(=O)c2c(Cl)cccc2Cl)o1,-6,-1,-7,-10,-4,3,-8,-6
C[C@@H]1CN([C@H](C)CO)S(=O)(=O)c2ccc(C#Cc3ccccc3)cc2O[C@H]1CN(C)C(=O)CN(C)C,-5,10,6,15,-28,x,21,-3
COc1ccc(C(=O)Nc2cccc(C(=O)N/N=C/c3ccc(OC)cc3OC)c2)cc1,-2,-18,6,-4,x,40,4,1
CC(C)CN(/C=N/c1sc2c(c1C#N)CCCCC2)CC(C)C,-1,-1,2,x,-4,4,x,-4
COc1ccc(NC(=O)Nc2ccc3c(c2)C(=O)N([C@H](C)CO)C[C@H](C)[C@@H](CN(C)S(C)(=O)=O)O3)cc1,-38&5,-4&0,-7&0,20&-14,1&-7,-75,2&2,3&1
O=C(O)CCN1C(=O)/C(=C/c2cn(-c3ccccc3)nc2-c2cccs2)SC1=S,x,x,8,-27,-3,12,-3,x
CCN(CC)S(=O)(=O)c1ccc(C(=O)Nc2nnc(C(C)C)s2)cc1,4,-3,-19,-15,x,-36,x,-2
N/C(=N\c1nc2c(c(=O)[nH]1)CCC2)Nc1cccc2ccccc12,x,2,-4,x,-2,x,-4,5
O=C(COc1ccccc1)Nc1ccc2c(c1)nc1n2CCOC1,-5,1,-6,x,-4,x,x,-1
O=C(NCc1ccccc1Cl)c1csc(COCCO)n1,6,2,x,-6,1,-10,10,4
COc1ccc(C)cc1NC(=O)C1CCN(S(=O)(=O)c2ccccc2)CC1,-2,-2,-11,-23,1,-9,9,-1
CCN(CC)c1ccc(C2C3CCCCC3(O)CCN2C(=O)c2cccs2)cc1 (stereo not drawn),2,x,2,-10,x,12,-16,x
CC1=C/C(=C(\c2ccc(O)c(C)c2)c2ccccc2S(=O)(=O)O)C=CC1=O,3,0,-2,5,x,-8,-5,-3
CCN(c1ccccc1)S(=O)(=O)c1ccc(C(=O)Nc2ccc(C)cn2)cc1,0,-5,7,-26,3,-23,-16,-3
COCCCNC(=O)CCc1nc2cccnc2n1Cc1ccccc1,11,-3,0,12,4,x,24,-1
COc1ccc(-c2ccc3c(c2)S(=O)(=O)c2cccc(C(=O)NCCOc4ccccc4Cl)c2C3=O)cc1OC,-1,0,-6,11,0,-9,-4,-2
C[C@H](O)C#Cc1ccc2c(c1)O[C@H](CN(C)CC1CCOCC1)[C@@H](C)CN([C@@H](C)CO)S2(=O)=O,2,2,-5,5,-5,-11,10,4
O=C(C1CC1)N1CC(=O)N2[C@@H](CO)[C@H](c3ccc(-c4ccccc4F)cc3)[C@@H]2C1,x,x,x,-2,3,-14,-10,x
CCc1nc(N2[C@@H](C#N)[C@@H](c3ccccc3-c3ccccc3C)[C@@H]2CO)sc1C,x,x,x,-8,-5,-7,-3,x
Cc1ccc(NC(=O)CO/N=C(\N)c2nonc2N)cc1C,x,x,-4,35,x,10,-2,x
O=S(=O)(Nc1cccc2nsnc12)c1ccccc1,-8,-2,0,x,3,x,x,-2
C[C@@H]1CCCCO[C@@H](CN(C)C(=O)Nc2ccc(C(F)(F)F)cc2)[C@H](C)CN([C@@H](C)CO)C(=O)c2cc(NS(=O)(=O)c3ccc(Cl)cc3)ccc2O1,x,5,-8,1,0,69*,7,-2
COC(=O)C1=C(C)NC2=C(C(=O)CCC2)C1c1cn(Cc2ccc(Br)cc2)nc1-c1ccccc1 (stereo not drawn),-19,2,-9,x,12,21,x,3
Cn1cnnc1SCC(=O)Nc1c(F)cc(F)cc1Br,x,-1,x,x,0,x,2,0
CN=C1SC(CC(=O)Nc2cccc(Cl)c2Cl)C(=O)N1C (stereo not drawn),2,-1,-2,x,-7,x,x,4
Cc1ccc(/C=C2\C(=N)N3N=C(CC(=O)N4CCCCC4)SC3=NC2=O)cc1,-9,-1,2,-6,1,-6,-2,-4
COc1ccccc1Nc1nc(-c2cccc([N+](=O)[O-])c2)nc2ccccc12,-3,6,28,x,-5,x,x,-3
C=CCN1C(=O)C(C)(C)N(C(=O)c2cccc([N+](=O)[O-])c2)c2ccccc21,14,1,10,7,x,2,-15,0
Cn1nnnc1-c1cc(Cl)cc(Cl)c1,3,x,0,17,-7,1,12,x
Cc1noc(C)c1NC(=O)Nc1ccc2c(c1)C(=O)N([C@H](C)CO)C[C@H](C)[C@@H](CN(C)S(=O)(=O)c1c(C)noc1C)O2,-2,-3,14,-4,x,4,16,4
O=C(C[C@H]1C[C@@H]2c3cc(NC(=O)Nc4ccccc4F)ccc3O[C@@H]2[C@@H](CO)O1)NCc1ccc(Oc2ccccc2)cc1,12,-3,-5,12,-17,33,-29,2
C[C@H](CO)N1C[C@H](C)[C@H](CN(C)S(=O)(=O)c2ccc(C#N)cc2)Oc2ncc(/C=C/c3ccccc3)cc2C1=O,18,-1,10,4,3,x,4,4
COc1ccc(NC(C)=O)cc1NC(=O)CSc1nnc(C2CCCCC2)n1N,8,1,-5,3,x,-9,-5,3
Cc1sc2nc(SCC(=O)NCc3ccco3)n(CCc3ccccc3)c(=O)c2c1C,-6,2,-4,x,0,20,x,2
CS(=O)(=O)N1CCN(C(=O)c2csc3ccccc23)CC1,0,-1,3,-2,-2,x,-1,6
CCC(=O)N1CCc2cc(S(=O)(=O)CCC(=O)NCCc3ccc(OC)c(OC)c3)ccc21,107*,0,x,x,-8,x,x,-4
O=C(c1ccc2oc(CCc3ccccc3)nc2c1)N1CCC(O)CC1,15,1,-3,-40,1,-32,3,3
CCOCCCNc1nc(C)nc2c1nnn2Cc1c(F)cccc1Cl,x,x,-2,-19,-2,12,-2,x
CC(C)(C)NC(=O)NC(=O)CN1CCN(c2cccc(Cl)c2)CC1,x,x,1,14,15,-57,-62,x
CO[C@H]1CC[C@H]2CCN(C)C(=O)[C@H](C)N(C)C(=O)c3cc(C#N)ccc3OC[C@H]1O2,10,0,11,9,x,-8,2,3
COc1ccc(N2CC(C(=O)NCCN3C(=O)S/C(=C\c4cccnc4)C3=O)CC2=O)c(OC)c1 (stereo not drawn),-2,0,3,15,10,20,6,-1
CSCCC(NC(=O)c1ccccc1)C(=O)N1CCCCCCC1 (stereo not drawn),-1,-2,0,-6,-1,7,-1,6
COC(=O)c1cccc(NC(=S)NCc2ccc(Cl)cc2)c1,12,22,-6,x,-4,x,x,-6
CCOC(=O)C1=C(c2ccccc2)NC(SCC)=C(C#N)C1c1cccnc1 (stereo not drawn),x,x,-2,16,0,x,-17,x
COC(=O)C[C@@H]1CC[C@@H]2[C@H](COc3ccc(NC(=O)c4ccccc4)cc3C(=O)N2C)O1,2,-9,-11,1,5,6,-2,11

# Full records from above. Values in the order: C2C12 statin, Cneo AK release, ARNT TACC3 PPI, LGR2 antag, PGC1a acetyl inh, PAX8 inh HTS, GSIS activator, PglD DTNB
# `CS(=O)(=O)N1CCN(C(=O)c2csc3ccccc23)CC1` as listed: 0, -1, 3, -2, -2, x, -1, 6
# `CC(C)(C)NC(=O)NC(=O)CN1CCN(c2cccc(Cl)c2)CC1` as listed: x, x, 1, 14, 15, -57, -62, x

# New compounds follow
SMILES,C2C12 statin,Cneo AK release,ARNT TACC3 PPI,LGR2 antag,PGC1a acetyl inh,PAX8 inh HTS,GSIS activator,PglD DTNB
CCCC#Cc1ccc2c(c1)O[C@H](CN(C)S(=O)(=O)c1cccc(OC)c1)[C@H](C)CN([C@@H](C)CO)S2(=O)=O,-33,x,x,-9,-2,1,-2,x
COc1ccc(C(=S)N2CCNCC2)cc1,x,-1,x,x,-8,21,1,2
CC(=O)Nc1ccc(OCCOc2ccc(NC(C)=O)cc2)cc1,-3,6,-5,-1,-6,-154,14,9
C[C@H](CO)N1C[C@H](C)[C@@H](CN(C)S(=O)(=O)c2ccc(F)cc2)Oc2ccc(NC(=O)Cn3cnnn3)cc2C1=O,21,1,-5,-1,-5,x,13,0
O=CC(O)C1OC(=O)C(O)C1O (stereo not drawn),26,-7,2,10,-2,x,25,3
CC(=O)N1CCN(c2nc(N)c(C#N)c(CC#N)c2C#N)CC1,x,x,-1,-1,-5,-3,4,x
O=C(CN1CCC(NC(=O)c2ccccc2Cl)CC1)NCc1ccccc1,6,-2,6,5,x,-16,-5,-2
CC(=O)Nc1ccc(S(=O)(=O)N2CCN(S(=O)(=O)c3ccccc3)CC2)cc1,-4,3,18,-20,-6,4,-8,4
Clc1ccc(Cn2cccc2C2=NCCO2)cc1,22,0,-1,x,13,-3,x,3
COc1cc(O)ccc1C(=O)CCc1ccc(O)cc1,-6,0,9,0,11,-18,4,16
COc1cccc(CN2CC(C(=O)NCCc3ccc(C)s3)CCC2=O)c1 (stereo not drawn),-1,4,-2,-9,-5,x,-4,4
O=C(NNS(=O)(=O)c1ccc(Br)cc1)c1ccccc1-n1cccc1,6,2,-3,-32,6,5,13,1
COc1cccc(CNS(=O)(=O)c2ccc3c(c2)oc(=O)n3C)c1,-6,-10,-6,-14,x,8,3,-1
COC(=O)C1=C(C)NC(C)=C(C(=O)OC)C1c1cn(-c2ccccc2)nc1-c1ccco1,3,1,16,x,x,-8,x,6

# In the list so far, eleven have a Cl atom.
SMILES,C2C12 statin,Cneo AK release,ARNT TACC3 PPI,LGR2 antag,PGC1a acetyl inh,PAX8 inh HTS,GSIS activator,PglD DTNB
O=C(NCCCN1CCCC1)c1ccc(CS(=O)(=O)c2c(Cl)cccc2Cl)o1,-6,-1,-7,-10,-4,3,-8,-6
O=C(NCc1ccccc1Cl)c1csc(COCCO)n1,6,2,x,-6,1,-10,10,4
COc1ccc(-c2ccc3c(c2)S(=O)(=O)c2cccc(C(=O)NCCOc4ccccc4Cl)c2C3=O)cc1OC,-1,0,-6,11,0,-9,-4,-2
C[C@@H]1CCCCO[C@@H](CN(C)C(=O)Nc2ccc(C(F)(F)F)cc2)[C@H](C)CN([C@@H](C)CO)C(=O)c2cc(NS(=O)(=O)c3ccc(Cl)cc3)ccc2O1,x,5,-8,1,0,69*,7,-2
CN=C1SC(CC(=O)Nc2cccc(Cl)c2Cl)C(=O)N1C (stereo not drawn),2,-1,-2,x,-7,x,x,4
Cn1nnnc1-c1cc(Cl)cc(Cl)c1,3,x,0,17,-7,1,12,x
CCOCCCNc1nc(C)nc2c1nnn2Cc1c(F)cccc1Cl,x,x,-2,-19,-2,12,-2,x
CC(C)(C)NC(=O)NC(=O)CN1CCN(c2cccc(Cl)c2)CC1,x,x,1,14,15,-57,-62,x
COC(=O)c1cccc(NC(=S)NCc2ccc(Cl)cc2)c1,12,22,-6,x,-4,x,x,-6
O=C(CN1CCC(NC(=O)c2ccccc2Cl)CC1)NCc1ccccc1,6,-2,6,5,x,-16,-5,-2
Clc1ccc(Cn2cccc2C2=NCCO2)cc1,22,0,-1,x,13,-3,x,3
